PAFAH2 FP inh – PAFAH2 enzyme inhibitors, primary screen, biochemical, fluorescence polarization, human | Platelet-activating factor acetylhydrolase 2, cytoplasmic (Homo sapiens), Q99487 | recombinant PAFAH2, FP-rhodamine activity probe | inhibition, % at 3.39 µM | 340,000 compounds, 0.99% hits;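 active = inhibition above the mean over all tested compounds plus 3 SD, cut at about 30% in these data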;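 also: inhibitors block probe labeling of enzyme so polarization drops; 0% = enzyme with DMSO and 100% = wells lacking PAFAH2 protein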
PAD4 inh – human PAD4 inhibitors, primary screen, biochemical, fluorescence polarization, 1536-well format; inhibition, % at 6.36 µM; AID 485272, 2010; recombinant PAD4, RCA probe fluorescence polarization; 330,000 compounds, 0.41% hits; Protein-arginine deiminase type-4 (Homo sapiens), Q9UM07;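 active = percent inhibition above a cutoff equal to the mean of all tested compounds plus 3 SD, cut at about 15% in these data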;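 also: 0% = PAD4 with RCA probe and DMSO and 100% = probe without PAD4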
pPAFAH inh – pPAFAH enzyme inhibitors, primary screen, biochemical, fluorescence polarization, human; Platelet-activating factor acetylhydrolase (Homo sapiens), Q13093; recombinant pPAFAH, FP-rhodamine probe fluorescence polarization; inhibition, % at 3.39 µM; 330,000 compounds, 1.5% hits;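 active = inhibition above the mean inhibition across the screen plus 3 SD, cut at about 25% in these data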;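 also: inhibitors block binding of the rhodamine activity-based probe so polarization drops; 0% = enzyme with DMSO and 100% = wells lacking pPAFAH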
Target sequence (Q13093 whole entry, looked up): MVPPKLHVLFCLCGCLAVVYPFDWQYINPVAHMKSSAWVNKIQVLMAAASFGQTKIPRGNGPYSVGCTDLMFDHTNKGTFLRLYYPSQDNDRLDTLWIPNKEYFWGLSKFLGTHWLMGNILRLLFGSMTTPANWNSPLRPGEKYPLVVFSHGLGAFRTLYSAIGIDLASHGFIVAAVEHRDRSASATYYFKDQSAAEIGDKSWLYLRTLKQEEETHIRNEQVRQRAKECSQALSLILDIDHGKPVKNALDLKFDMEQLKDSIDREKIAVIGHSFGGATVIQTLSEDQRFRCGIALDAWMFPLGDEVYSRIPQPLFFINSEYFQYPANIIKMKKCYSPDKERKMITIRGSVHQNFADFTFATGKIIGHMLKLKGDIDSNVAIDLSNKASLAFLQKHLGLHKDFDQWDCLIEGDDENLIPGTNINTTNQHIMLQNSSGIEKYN
PAFAH1B3 FP inh – PAFAH1B3 enzyme inhibitors, primary screen, biochemical, fluorescence polarization, human; AID 492972, 2010; recombinant PAFAH1B3, FP-rhodamine probe; inhibition, % at 3.39 µM; 340,000 compounds, 0.28% hits; Platelet-activating factor acetylhydrolase IB subunit alpha1 (Homo sapiens), Q15102;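 active = inhibition above the screen-wide average of all tested compounds plus 3 SD, cut at about 25% in these data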;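 also: 0% = enzyme with DMSO only and 100% = wells lacking PAFAH1B3 protein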
Target sequence (Q15102 whole entry, looked up): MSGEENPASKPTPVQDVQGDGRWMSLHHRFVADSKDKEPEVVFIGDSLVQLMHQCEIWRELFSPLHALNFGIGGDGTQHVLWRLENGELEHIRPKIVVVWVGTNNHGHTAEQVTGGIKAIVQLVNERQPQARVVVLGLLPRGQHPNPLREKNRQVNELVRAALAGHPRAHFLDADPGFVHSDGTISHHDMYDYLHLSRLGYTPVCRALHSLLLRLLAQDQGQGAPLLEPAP
Fam108B counter – mouse Fam108B serine hydrolase inhibitors, primary screen, counter-screen for RBBP9 inhibitor project, biochemical, fluorescence polarization. inhibition, % at 9.51 µM. 300,000 compounds, 0.33% hits. AID 1947, 2009. recombinant Fam108B, FP-Rh probe fluorescence polarization;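 active = inhibition above the screen mean inhibition plus 3 SD, computed separately per campaign, cut at about 18% in these data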;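 also: inhibitors lower polarization as less probe binds the enzyme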
GSTO1 counter – inhibitors of recombinant GSTO1, primary screen, counter-screen for RBBP9 inhibitor project, biochemical, fluorescence polarization; Glutathione S-transferase omega-1 (Homo sapiens), P78417; activity-based probe fluorescence polarization; inhibition, % at 5.96 µM; 300,000 compounds, 1.1% hits;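 active = inhibition above the campaign mean inhibition plus 3 SD, cut at about 35% in these data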;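 also: 0% = GSTO1-1 with DMSO and 100% = wells lacking GSTO1-1 enzyme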
PME-1 primary – PME-1 inhibitors via competitive probe labeling, primary screen, biochemical, fluorescence polarization, FP-Rh probe, HTS; recombinant PME-1; Protein phosphatase methylesterase 1 (Homo sapiens), Q9Y570; inhibition, % at 5.9 µM; 320,000 compounds, 0.53% hits;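 active = inhibition above the campaign mean of all compounds plus 3 SD, cut at about 26% in these data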;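 also: competitive labeling of PME-1 active site by serine hydrolase directed probe; 0% = PME-1 with DMSO and 100% = wells lacking PME-1 enzyme; inhibitors block probe labeling so polarization falls and inhibition rises; many of its hits are not listed in these tables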
LYPLA1 inh – LYPLA1 inhibitors, primary screen, counter-screen for PME1 inhibitor project, biochemical, fluorescence polarization, FP-Rh probe ABPP. recombinant LYPLA1. 320,000 compounds, 0.16% hits. inhibition, % at 5.9 µM. Acyl-protein thioesterase 1 (Homo sapiens), O75608;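 active = inhibition above the mean of all tested compounds plus 3 SD, set per campaign, cut at about 14% in these data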;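 also: inhibitors block serine hydrolase probe labeling of LYPLA1 so polarization falls; 0% = enzyme with DMSO and 100% = wells lacking LYPLA1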
Target sequence (O75608 whole entry, looked up): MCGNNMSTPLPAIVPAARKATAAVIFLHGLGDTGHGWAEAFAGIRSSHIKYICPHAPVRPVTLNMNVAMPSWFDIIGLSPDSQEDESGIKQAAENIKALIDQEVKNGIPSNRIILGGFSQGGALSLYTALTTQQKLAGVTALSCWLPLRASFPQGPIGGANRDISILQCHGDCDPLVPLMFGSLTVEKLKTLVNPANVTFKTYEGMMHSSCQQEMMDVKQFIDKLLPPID
PAFAH1B2 inh – PAFAH1B2 enzyme inhibitors, primary screen, biochemical, fluorescence polarization, human. Platelet-activating factor acetylhydrolase IB subunit alpha2 (Homo sapiens), P68402. recombinant PAFAH1B2, FP-rhodamine activity probe. inhibition, % at 3.39 µM. 340,000 compounds, 1.2% hits. AID 492953, 2010;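 active = inhibition above the mean of all tested compounds plus 3 SD, cut at about 24% in these data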;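 also: 0% = enzyme with DMSO and 100% = wells lacking PAFAH1B2; many of its hits are not listed in these tables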
* hit, by the source's call; . = not tested or not shown. The list is partial; rates above refer to the full screens.

(1) Cc1sc(-c2ccccn2)nc1OC(=O)c1ccc(F)cc1F
(2) CC1CCCCC1NC(=O)CNC(=O)c1cccs1 (centres undefined)
(3) C=CCNC(=O)c1ccc2c3n(nc2c1)-c1ccc(Cl)cc1CO3
(4) CCN(CCO)c1ncnc2onc(-c3ccc(F)cc3)c12
(5) COc1ccc(C2C(C(=O)N3CCC(C)CC3)c3ccccc3C(=O)N2C)cc1 (centres undefined)
(6) O=c1cc2c(nn1Cc1ccccc1Cl)-c1ccccc1CC2

Assay by compound	1	2	3	4	5	6
PAFAH2 FP inh	2	4	2	0	3	14
PAD4 inh	2	1	1	1	-1	1
pPAFAH inh	4	3	3	1	2	12
PAFAH1B3 FP inh	2	2	7	-2	-2	16
Fam108B counter	-1	0	-2	-1	3	1
GSTO1 counter	-1	-5	-3	0	0	2
PME-1 primary	3	0	-1	0	2	15
LYPLA1 inh	2	0	-2	-4	0	0
PAFAH1B2 inh	4	7	-4	6	0	1

(7) CC(=O)c1ccc(NC(=O)Nc2ccncc2)cc1
(8) O=C(NNC(=O)C1CCCN(S(=O)(=O)c2cccc(F)c2)C1)C1CC1 (centres undefined)
(9) COC(=O)CCC(=O)Nc1ccc(NC(C)=O)cc1
(10) CC(=O)c1c(N2CCN(C(=O)c3ccco3)CC2)nc(=S)n(-c2ccccc2)c1C
(11) CCC(Cc1ccccc1)n1c(=S)[nH]c2ccccc2c1=O (centres undefined)
(12) CCCc1cc(C(=O)Nc2cc(Cl)ccc2O)no1

Assay by compound	7	8	9	10	11	12
PAFAH2 FP inh	3	4	0	-2	1	20
PAD4 inh	2	-5	-2	-1	0	1
pPAFAH inh	0	-4	-4	4	0	6
PAFAH1B3 FP inh	11	5	9	-4	9	-7
Fam108B counter	-3	-4	1	4	-2	-3
GSTO1 counter	-7	3	-2	4	4	4
PME-1 primary	-8	-3	2	4	-5	-2
LYPLA1 inh	-4	3	1	1	-2	-10
PAFAH1B2 inh	0	3	2	4	-1	2

(13) Cc1cc(C)c(C)c(S(=O)(=O)N2CCSCC2)c1C
(14) COc1cc2c(cc1OC)C(c1cc(OC)c(OC)cc1[N+](=O)[O-])N(C(C)=O)CC2 (centres undefined)
(15) O=C(c1cccs1)N1CCN(c2cc(Cl)ccc2Cl)CC1
(16) C=CCOC(=O)C1=C(C)N=C2SCCC(=O)N2C1c1cccs1 (centres undefined)
(17) FC(F)c1nnc2ccc(Cl)nn12
(18) C[C@@H]1COC(=O)[C@H](Cc2ccc(F)cc2)C/C=C\C[C@@H](CC(=O)NCCO)C(=O)N1

Assay by compound	13	14	15	16	17	18
PAFAH2 FP inh	-1	10	11	0	-1	1
PAD4 inh	-4	-4	0	-1	3	0
pPAFAH inh	-6	2	6	4	-2	0
PAFAH1B3 FP inh	9	6	7	-10	0	6
Fam108B counter	1	1	-4	6	0	.
GSTO1 counter	5	4	5	0	12	.
PME-1 primary	-2	2	-2	0	-11	.
LYPLA1 inh	4	-3	1	-4	-1	.
PAFAH1B2 inh	3	2	-1	-1	4	33*

(19) CCc1noc(C)c1C(=O)N(C)CC(=O)Nc1ccccc1C(F)(F)F
(20) O=S(=O)(Nc1nc2ccccc2nc1Nc1ccc2c(c1)OCO2)c1ccc(F)cc1
(21) CN(C)S(=O)(=O)N1CCN(c2ccccc2)CC1
(22) CCCN(C(=O)c1cccs1)c1c(N)n(Cc2ccccc2)c(=O)[nH]c1=O
(23) CCOC(=O)C[C@H]1c2ccccc2S(=O)(=O)N1Cc1cc(OC)c(OC)c(OC)c1
(24) CC(C)CCN(C(=O)c1csnn1)C(C(=O)NC1CCCCC1)c1ccc(F)cc1 (centres undefined)

Assay by compound	19	20	21	22	23	24
PAFAH2 FP inh	-5	15	-3	-2	-4	-1
PAD4 inh	1	-1	0	2	3	-2
pPAFAH inh	2	7	-5	-3	0	-1
PAFAH1B3 FP inh	2	11	0	0	5	0
Fam108B counter	4	3	-4	.	1	4
GSTO1 counter	13	18	3	.	-2	-1
PME-1 primary	-3	3	-7	-5	-3	4
LYPLA1 inh	0	-4	1	0	-2	3
PAFAH1B2 inh	-1	9	2	0	0	8

(25) COc1ccc(C2C(=O)c3ccccc3C2=O)cc1
(26) O=C(NC1CCCCCC1)c1ccco1
(27) C/C(=N/OC(=O)C1CC1)c1cc(-c2ccc(Cl)cc2)no1
(28) CC(C)CCn1c(N2CCCC2)nc2c1c(=O)n(C)c(=O)n2C
(29) COc1ccc(CN(C)CC(=O)Nc2c(C)cccc2C)c(OC)c1
(30) CC1CCc2cc(F)ccc2N1C(=O)CSc1nnc2c(n1)[nH]c1ccc(F)cc12 (centres undefined)

Assay by compound	25	26	27	28	29	30
PAFAH2 FP inh	-5	5	73*	4	2	0
PAD4 inh	3	1	-3	4	-1	2
pPAFAH inh	4	0	2	9	1	-2
PAFAH1B3 FP inh	1	-3	12	12	-4	-1
Fam108B counter	-2	3	5	1	4	-8
GSTO1 counter	-1	5	9	2	-5	-3
PME-1 primary	-9	0	-1	-1	4	-8
LYPLA1 inh	-5	0	5	-2	3	-6
PAFAH1B2 inh	3	0	7	4	-3	0

(31) COCCCNC(=O)C1CCC(CNS(=O)(=O)c2ccc(OC)cc2)CC1 (centres undefined)
(32) COc1ccc(CCNC(=O)c2cc(-c3ccc4c(c3)OCO4)on2)cc1OC
(33) O=C(CSc1nnc(-c2ccco2)o1)c1ccc(F)c(F)c1
(34) O=C(Nn1cnnc1)c1ccc(OC(F)(F)C(F)C(F)(F)F)cc1 (centres undefined)
(35) COc1ccc(C(=O)CSc2nnc(NC(=O)C3CC(=O)N(c4ccccc4)C3)s2)cc1 (centres undefined)
(36) Brc1ccccc1/C=N/Nc1ccccn1

Assay by compound	31	32	33	34	35	36
PAFAH2 FP inh	-5	-4	2	2	-5	7
PAD4 inh	-4	1	-2	0	-5	-5
pPAFAH inh	-2	10	10	11	4	3
PAFAH1B3 FP inh	7	7	8	7	-6	10
Fam108B counter	-1	6	-1	-4	-10	1
GSTO1 counter	-5	4	38*	0	1	7
PME-1 primary	1	-2	0	-8	-11	2
LYPLA1 inh	0	-2	7	-3	1	-5
PAFAH1B2 inh	0	5	2	9	-5	0

4 of the compounds above, with each value named:
31	COCCCNC(=O)C1CCC(CNS(=O)(=O)c2ccc(OC)cc2)CC1 (centres undefined)
  PAFAH2 FP inh = -5	PAD4 inh = -4	pPAFAH inh = -2	PAFAH1B3 FP inh = 7	Fam108B counter = -1	GSTO1 counter = -5	PME-1 primary = 1	LYPLA1 inh = 0	PAFAH1B2 inh = 0

32	COc1ccc(CCNC(=O)c2cc(-c3ccc4c(c3)OCO4)on2)cc1OC
  PAFAH2 FP inh = -4	PAD4 inh = 1	pPAFAH inh = 10	PAFAH1B3 FP inh = 7	Fam108B counter = 6	GSTO1 counter = 4	PME-1 primary = -2	LYPLA1 inh = -2	PAFAH1B2 inh = 5

33	O=C(CSc1nnc(-c2ccco2)o1)c1ccc(F)c(F)c1
  PAFAH2 FP inh = 2	PAD4 inh = -2	pPAFAH inh = 10	PAFAH1B3 FP inh = 8	Fam108B counter = -1	GSTO1 counter = 38*	PME-1 primary = 0	LYPLA1 inh = 7	PAFAH1B2 inh = 2

34	O=C(Nn1cnnc1)c1ccc(OC(F)(F)C(F)C(F)(F)F)cc1 (centres undefined)
  PAFAH2 FP inh = 2	PAD4 inh = 0	pPAFAH inh = 11	PAFAH1B3 FP inh = 7	Fam108B counter = -4	GSTO1 counter = 0	PME-1 primary = -8	LYPLA1 inh = -3	PAFAH1B2 inh = 9

The list continues.
(37) N#C/C(=N\Nc1c(Cl)cccc1Cl)C(=O)NN
(38) CCCn1c(N)c(C(=O)CSc2nnc3n2CCCCC3)c(=O)n(C)c1=O
(39) OCCC1CN(Cc2nc3ccccc3[nH]2)CCN1C1CCCC1 (centres undefined)
(40) O=C(Cc1ccc(-c2ccccc2)cc1)NCc1cccnc1
(41) NC(=O)c1nn(-c2ccccc2)nc1NC(=O)CN1CCOCC1
(42) CC1(C)CC(NS(=O)(=O)c2ccccc2)CC(C)(C)N1

Assay by compound	37	38	39	40	41	42
PAFAH2 FP inh	-4	12	-4	0	0	2
PAD4 inh	2	3	0	-8	0	2
pPAFAH inh	7	2	3	6	3	6
PAFAH1B3 FP inh	4	6	3	3	3	-1
Fam108B counter	2	.	0	1	-1	-1
GSTO1 counter	13	.	-5	2	1	9
PME-1 primary	1	-6	-7	7	-7	1
LYPLA1 inh	3	-2	-1	3	4	-1
PAFAH1B2 inh	3	3	-1	3	2	1

(43) Cc1ccc(NC(=S)N2CCN(Cc3ccccc3)CC2)c(C)c1
(44) CC(C)(C)NC(=O)COC(=O)c1snc(C(=O)NC2CCCCC2)c1N
(45) COc1ccc(NC(=O)N2CCN(C(=O)c3ccco3)CC2)c(OC)c1
(46) Cc1nc2cc(NC(=O)N3CCCCC3)ccc2n1C
(47) COc1ccc(CCNCc2ccc(OCc3ccc(Cl)nc3)c(OC)c2)cc1OC
(48) O=c1c2cccc3c2c(nn1CN1CCOCC1)-c1ccccc1-3

Assay by compound	43	44	45	46	47	48
PAFAH2 FP inh	-2	23	-1	5	3	7
PAD4 inh	-1	-1	-1	1	-5	4
pPAFAH inh	2	20	4	4	-1	4
PAFAH1B3 FP inh	4	1	-3	2	1	26*
Fam108B counter	4	-1	0	-3	-3	-1
GSTO1 counter	3	-9	4	5	3	-7
PME-1 primary	-3	2	-2	11	-8	7
LYPLA1 inh	3	-4	0	1	0	2
PAFAH1B2 inh	-4	4	-2	4	3	8

(49) COc1ccc(NC(=O)CSc2nnnn2C)c([N+](=O)[O-])c1
(50) O=C1c2cccc3cccc(c23)C(=O)N1c1ccncc1
(51) O=C(O)CCN=C1CCCc2ccccc2N1
(52) CCN1CCN(CCCN(Cc2ccco2)C(=S)Nc2ccc(Cl)c(C)c2)CC1

Assay by compound	49	50	51	52
PAFAH2 FP inh	6	11	-12	-3
PAD4 inh	-5	4	-1	4
pPAFAH inh	-6	-1	-4	0
PAFAH1B3 FP inh	3	2	5	12
Fam108B counter	-1	-3	1	-1
GSTO1 counter	12	-4	-2	-4
PME-1 primary	-6	-6	3	-1
LYPLA1 inh	-3	1	1	-1
PAFAH1B2 inh	3	0	-5	1

Screens as filed in PubChem BioAssay.
